Neddyl block – cullin neddylation inhibition; P61081+Q13564; TR-FRET cullin neddylation, biochemical; calls only at 25 µM; 360,000 compounds, 0.58% hits; in the data active means inhibition above about 36%
Rin1-Abl PPI inh – blocks binding of human Rin1 to Abl; 360,000 compounds, 0.4% hits; AID 588664; inhibition, % at 7.35 µM; P00519+Q13671; TR-FRET Rin1/Abl binding, biochemical; in the data active means inhibition above about 5%, passing the limit was not always enough
eLon inh – inhibitors of E. coli Lon protease | inhibition, % at 7.94 µM | P0A9M0 | 360,000 compounds, 0.42% hits | purified E. coli Lon protease, fluorescence polarization; in the data active means inhibition above about 13%, passing the limit was not always enough;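 further: 0% = enzyme with probe and DMSO and 100% = no enzyme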
MsrA act – activators of bovine methionine sulfoxide reductase A; purified bovine MsrA, absorbance read-out; activation, % at 10.6 µM; 360,000 compounds, 0.3% hits; AID 602163; in the data active means activation above about 7.5%;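 further: 0% = vehicle and 100% = reference activator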
TbMetRS inhib – Trypanosoma brucei MetRS inhibition | purified T. brucei MetRS, ATP depletion, Kinase-Glo luminescence | inhibition, % at 11.9 µM | 360,000 compounds, 0.4% hits;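 active means inhibition above a per-plate cutoff of the control wells' mean inhibition plus 3 SD, cut at about 5.5% in these data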;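 further: 0% = DMSO wells median and 100% = median of wells with control inhibitor compound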
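System: purified T. brucei MetRS enzyme / Detection: Kinase-Glo luciferase luminescence reporting remaining unconsumed ATP / Medium: HEPES buffer with MgCl2, KCl, DTT, spermine, BSA, pyrophosphatase / Replication: singlicate, one well per compound / Evaluation: percent inhibition relative to median high and low control wells / Schedule: 2 h aminoacylation at 25 °C after 15 min preincubation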
CSN inh – CSN deneddylation inhibition. Q92905. Purified CSN, SCF-Nedd8-OG deneddylation, fluorescence polarization. inhibition, % at 12.5 µM. 360,000 compounds, 0.38% hits. AID 651999;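 active means pattern-corrected inhibition above about 35%, with an unprinted fluorescence ratio check between 0.5 and 1.5, limit read from the data, passing the limit was not always enough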;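 further: 0% = enzyme with substrate and 100% = substrate without enzyme; some results filed as inactive read as strong as hits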
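Test system: purified human Csn5 enzyme expressed in HEK293T cells. Amount: 0.24 nM enzyme. Reagent: SCFSkp2-Nedd8OG substrate at 10 nM final. Schedule: 90 min incubation of compound, enzyme and substrate at room temperature. Detection: fluorescence polarization. Read-out: % inhibition of substrate cleavage by Csn5.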
PABP1 MLLE inh – blocks PAM2 peptide binding to the PABP1 MLLE domain | 360,000 compounds, 0.36% hits | P11940 | inhibition, % at 20 µM | GST-MLLE / FITC-PAM2 fluorescence polarization; in the data active means inhibition above about 35%, passing the limit was not always enough;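 further: plate controls were DMSO wells with GST-MLLE for no effect and wells lacking GST-MLLE protein for full effect; some results filed as inactive read as strong as hits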
FAS TE block – blocks the thioesterase domain of human fatty acid synthase; P49327; recombinant FAS-TE, OMFH fluorogenic substrate, fluorescence endpoint; inhibition, % at 15 µM; 360,000 compounds, 0.67% hits; AID 602261;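 active means compounds whose normalised, plate-corrected inhibition of enzyme fluorescence in the single-dose primary screen is 50% or more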;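 further: 0% = DMSO with enzyme and 100% = substrate without enzyme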
MsrA inh – inhibitors of bovine MsrA; purified bovine MsrA, absorbance read-out; inhibition, % at 15.5 µM; 360,000 compounds, 0.75% hits; in the data active means inhibition above about 4.5%;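 further: 0% = vehicle wells with enzyme and 100% = reference inhibitor wells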
* marks the source's active call; other numbers are inactive results. A portion of the library; count on the stated rates, not on these rows.

What do the screens show for `CN(C)c1ccc(/C=C/[N+](=O)[O-])cc1`?
Neddyl block: inactive; Rin1-Abl PPI inh: -6; eLon inh: -118; MsrA act: -4; TbMetRS inhib: 0.2; CSN inh: -1; PABP1 MLLE inh: -111; FAS TE block: -11; MsrA inh: 0.6

How did O=C1COc2ccc(C(=O)COC(=O)Cc3ccccc3)cc2N1 do in these assays?
Neddyl block: inactive; Rin1-Abl PPI inh: 1; eLon inh: 8; MsrA act: 1; TbMetRS inhib: -0.2; CSN inh: 3; PABP1 MLLE inh: -7; FAS TE block: 0; MsrA inh: 0.6

How did CC1CCN(C(=O)c2ccc(N3CC4CC(C3)c3cccc(=O)n3C4)c([N+](=O)[O-])c2)CC1 (configuration not stated) do in these assays?
Neddyl block: inactive; Rin1-Abl PPI inh: -1; eLon inh: -6; MsrA act: -5; TbMetRS inhib: -1.1; CSN inh: -1; PABP1 MLLE inh: 4; FAS TE block: -4; MsrA inh: -0.1

How did CSc1ccc(CN2CCN(C(=O)COc3ccc(C)cc3)CC2)cc1 do in these assays?
Neddyl block: inactive; Rin1-Abl PPI inh: -3; eLon inh: 8; MsrA act: -5; TbMetRS inhib: 0.0; CSN inh: -2; PABP1 MLLE inh: 9; FAS TE block: 1; MsrA inh: 2.3

How did CC(NC1=NCCS1)c1ccccc1 (configuration not stated) do in these assays?
Neddyl block: inactive; Rin1-Abl PPI inh: -3; eLon inh: -4; MsrA act: -2; TbMetRS inhib: -0.6; CSN inh: -2; PABP1 MLLE inh: -10; FAS TE block: -11; MsrA inh: 0.8

What do the screens show for `O=C(CCc1ccccc1)N1Cc2cc(-c3ccccc3)ccc2-n2nncc2C1`?
Neddyl block: inactive; Rin1-Abl PPI inh: 4; eLon inh: 1; MsrA act: -1; TbMetRS inhib: -0.4; CSN inh: 3; PABP1 MLLE inh: 7; FAS TE block: 26; MsrA inh: 0.3

What do the screens show for `O=C(COC(=O)c1cccc(O)c1)Nc1ccc(Cl)cc1C(=O)c1ccccc1`?
Neddyl block: inactive; Rin1-Abl PPI inh: 2; eLon inh: -3; MsrA act: -4; TbMetRS inhib: -0.8; CSN inh: -5; PABP1 MLLE inh: -1; FAS TE block: 20; MsrA inh: 0.2

What do the screens show for `Cc1ccc2c(c1)C(c1ccccc1)=NCC(=O)N2C`?
Neddyl block: inactive; Rin1-Abl PPI inh: 0; eLon inh: 10; MsrA act: -4; TbMetRS inhib: -0.7; CSN inh: 4; PABP1 MLLE inh: -9; FAS TE block: -2; MsrA inh: 0.9

What do the screens show for `O=C1NCN(c2ccccc2)C12CCN(C(c1cccc3ccccc13)c1nnnn1-c1ccc3c(c1)OCCO3)CC2` (configuration not stated)?
Neddyl block: inactive; Rin1-Abl PPI inh: 3; eLon inh: -10; MsrA act: -4; TbMetRS inhib: -0.4; CSN inh: 2; PABP1 MLLE inh: 1; FAS TE block: 88*; MsrA inh: 0.7

How did O=P(NC(c1ccccc1)c1ccccc1)(Oc1ccccc1)Oc1ccccc1 do in these assays?
Neddyl block: inactive; Rin1-Abl PPI inh: 1; eLon inh: 3; MsrA act: -9; TbMetRS inhib: -0.6; CSN inh: -3; PABP1 MLLE inh: -1; FAS TE block: -1; MsrA inh: 0.3

How did COC(=O)C1=C(c2ccc(-c3ccccc3)c(F)c2)C[C@@H]2CC[C@H]1N2C(=O)NCc1cccc2ccccc12 do in these assays?
Neddyl block: inactive; Rin1-Abl PPI inh: 1; eLon inh: 0; MsrA act: -5; TbMetRS inhib: -0.3; CSN inh: 1; PABP1 MLLE inh: 8; FAS TE block: 12; MsrA inh: 0.0

What do the screens show for `CN(C)C(=O)On1c(-c2ccccc2)nc2ccc(Cl)cc21`?
Neddyl block: inactive; Rin1-Abl PPI inh: 0; eLon inh: -8; MsrA act: -4; TbMetRS inhib: -0.9; CSN inh: -1; PABP1 MLLE inh: 4; FAS TE block: -2; MsrA inh: 0.6

What do the screens show for `CCCCn1c(N)c(C(=O)NCc2cccs2)c2nc3ccccc3nc21`?
Rin1-Abl PPI inh: 8; eLon inh: -11; MsrA act: -8; TbMetRS inhib: 1.3; CSN inh: 33; PABP1 MLLE inh: -16; FAS TE block: 24; MsrA inh: 0.9

Results for C=Cc1cc(OC)c2c(c1)c(=O)oc1c2cc(OC)c2c(O)ccc(C3OC(C)C(O)C(C)(O)C3O)c21 (configuration not stated) ?
Neddyl block: inactive; Rin1-Abl PPI inh: 22*; eLon inh: 5; MsrA act: -11; TbMetRS inhib: -0.2; CSN inh: 70; PABP1 MLLE inh: -3; FAS TE block: 1; MsrA inh: 0.0

How did CN1CCN(c2ccc([N+](=O)[O-])c(NCC3CCCO3)c2)CC1 (configuration not stated) do in these assays?
Neddyl block: inactive; Rin1-Abl PPI inh: -11; eLon inh: -1; MsrA act: 0; TbMetRS inhib: 0.5; CSN inh: -1; PABP1 MLLE inh: -10; FAS TE block: -6; MsrA inh: 1.6

How did O=C1NCN(c2ccccc2)C12CCN(C(c1cc3ccccc3o1)c1nnnn1Cc1ccccc1)CC2 (configuration not stated) do in these assays?
Neddyl block: inactive; Rin1-Abl PPI inh: 3; eLon inh: 2; MsrA act: 0; TbMetRS inhib: -0.3; CSN inh: 2; PABP1 MLLE inh: 3; FAS TE block: 43; MsrA inh: -0.4

Results for CCn1c(=N)n(Cc2ccccc2F)c2ccccc21 ?
Neddyl block: inactive; Rin1-Abl PPI inh: 5; eLon inh: 0; MsrA act: -6; TbMetRS inhib: -0.8; CSN inh: -14; PABP1 MLLE inh: 8; FAS TE block: -12; MsrA inh: -0.5

How did COc1ccccc1-n1c(-c2ccccc2F)nc2ccccc2c1=O do in these assays?
Neddyl block: inactive; Rin1-Abl PPI inh: -1; eLon inh: -7; MsrA act: -2; TbMetRS inhib: 0.3; CSN inh: 1; PABP1 MLLE inh: -1; FAS TE block: 0; MsrA inh: 0.9

What do the screens show for `Clc1ccc(Cn2ccnc2)cn1`?
Neddyl block: inactive; Rin1-Abl PPI inh: 4; eLon inh: 2; MsrA act: -5; TbMetRS inhib: -0.2; CSN inh: 1; PABP1 MLLE inh: -6; FAS TE block: -4; MsrA inh: 0.1

Results for CC12CC[C@H]3[C@@H](CCC4(O)C[C@H](O)CCC34/C=N/NC(=O)c3ccccc3F)C1(O)CCC2C1=CC(=O)OC1 (some centres not stated) ?
Neddyl block: inactive; Rin1-Abl PPI inh: -5; eLon inh: 12; MsrA act: -2; TbMetRS inhib: -0.1; CSN inh: -4; PABP1 MLLE inh: 9; FAS TE block: -6; MsrA inh: 1.9

Results for O=C1CC(c2cccnc2)=NN1c1ccc(Cl)cc1Cl ?
Neddyl block: inactive; Rin1-Abl PPI inh: 3; eLon inh: -12; MsrA act: -2; TbMetRS inhib: 0.9; CSN inh: 6; PABP1 MLLE inh: -6; FAS TE block: -5; MsrA inh: 1.2

How did CN(C)CCN(CC1CCCN(Cc2ccccc2F)C1)C(=O)Cc1ccccc1F (configuration not stated) do in these assays?
Neddyl block: inactive; Rin1-Abl PPI inh: 0; eLon inh: 4; MsrA act: -5; TbMetRS inhib: -0.5; CSN inh: -4; PABP1 MLLE inh: -6; FAS TE block: 0; MsrA inh: -1.3

What do the screens show for `COC(=O)c1ccc(N=C(c2ccccc2)c2c(O)n(C)c(=O)n(C)c2=O)cc1`?
Neddyl block: inactive; Rin1-Abl PPI inh: -3; eLon inh: 1; MsrA act: -4; TbMetRS inhib: -0.3; CSN inh: 4; PABP1 MLLE inh: -11; FAS TE block: -6; MsrA inh: -0.5

What do the screens show for `COC(=O)C1=C(c2ccc(OCc3ccccc3)cc2)C[C@@H]2CC[C@H]1N2C`?
Neddyl block: inactive; Rin1-Abl PPI inh: 2; eLon inh: -7; MsrA act: -1; TbMetRS inhib: -0.7; CSN inh: 6; PABP1 MLLE inh: 1; FAS TE block: -5; MsrA inh: 1.1

Results for COCCCn1c(N)c(C(=O)NCCC(C)C)c2nc3ccccc3nc21 ?
Rin1-Abl PPI inh: 22*; eLon inh: 7; MsrA act: -1; TbMetRS inhib: 2.7; CSN inh: 37*; PABP1 MLLE inh: 5; FAS TE block: 12; MsrA inh: 2.5

How did COc1ccc(NC(=O)N2CCC3(CC2)OCCO3)cc1 do in these assays?
Neddyl block: inactive; Rin1-Abl PPI inh: 1; eLon inh: -3; MsrA act: -1; TbMetRS inhib: -0.4; CSN inh: -2; PABP1 MLLE inh: -9; FAS TE block: -6; MsrA inh: -0.9

How did COP(=O)(NC(=O)C(Cl)(Cl)Cl)OC do in these assays?
Neddyl block: inactive; Rin1-Abl PPI inh: 4; eLon inh: -2; MsrA act: -3; TbMetRS inhib: -0.2; CSN inh: -4; PABP1 MLLE inh: 5; FAS TE block: -5; MsrA inh: -0.8

Results for C[C@]12CC[C@H](O)CC1=CC(=O)C1C2CC[C@]2(C)C(=O)CCC12 (some centres not stated) ?
Neddyl block: inactive; Rin1-Abl PPI inh: 13*; eLon inh: 1; MsrA act: -4; TbMetRS inhib: 0.3; CSN inh: -3; PABP1 MLLE inh: 7; FAS TE block: -2; MsrA inh: 1.0

How did COC(=O)C(O)(c1ccc(N(C)S(=O)(=O)c2ccccc2)cc1)C(F)(F)F (configuration not stated) do in these assays?
Neddyl block: inactive; Rin1-Abl PPI inh: 0; eLon inh: 1; MsrA act: -5; TbMetRS inhib: -0.2; CSN inh: -4; PABP1 MLLE inh: 0; FAS TE block: 2; MsrA inh: -0.9

What do the screens show for `NC(=O)CN1C2CCC1CC(NC(=O)C1CC1)C2` (configuration not stated)?
Neddyl block: inactive; Rin1-Abl PPI inh: 5; eLon inh: -7; MsrA act: 1; TbMetRS inhib: -0.3; CSN inh: -5; PABP1 MLLE inh: -3; FAS TE block: -8; MsrA inh: 0.7

How did CN1CCN(c2c(C#N)c(C(F)(F)F)nn2C)CC1 do in these assays?
Neddyl block: inactive; Rin1-Abl PPI inh: 2; eLon inh: -1; MsrA act: -3; TbMetRS inhib: 0.2; CSN inh: -4; PABP1 MLLE inh: 3; FAS TE block: -7; MsrA inh: 0.3

How did NC1=NC(=O)N2CC12 (configuration not stated) do in these assays?
Neddyl block: inactive; Rin1-Abl PPI inh: 5; eLon inh: 0; MsrA act: 1; TbMetRS inhib: -0.4; CSN inh: -1; PABP1 MLLE inh: -2; FAS TE block: -6; MsrA inh: -0.2

Results for Cc1cc(C)c(NC2=NCCCS2)c(C)c1 ?
Neddyl block: inactive; Rin1-Abl PPI inh: 5; eLon inh: 3; MsrA act: -14; TbMetRS inhib: -1.2; CSN inh: 3; PABP1 MLLE inh: 2; FAS TE block: -20; MsrA inh: -0.2

How did CCN1CCN(C(=O)COc2ccc3c(c2)C(=O)CC2(CCN(C(C)=O)CC2)O3)CC1 do in these assays?
Rin1-Abl PPI inh: 3; eLon inh: 0; MsrA act: -4; TbMetRS inhib: -0.3; CSN inh: 8; PABP1 MLLE inh: 3; FAS TE block: -9; MsrA inh: 0.0

Results for COC(=O)C1=C(c2cccc(C#N)c2)C[C@@H]2CC[C@H]1N2C(=O)NCc1cc(C)oc1C(F)(F)F ?
Neddyl block: inactive; Rin1-Abl PPI inh: 2; eLon inh: 16; MsrA act: -5; TbMetRS inhib: -0.1; CSN inh: -1; PABP1 MLLE inh: -7; FAS TE block: 15; MsrA inh: -2.0
